Rpn11 inh: inhibitors of human proteasome Rpn11; O00487; human 26S proteasome, Ub4-pepOG fluorescence polarization; 20S core pre-blocked with epoxomicin; calls only at 20 µM; 360,000 tested, 0.59% active; AID 588493;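 active = inhibition at 20 µM, scaled to each plate's controls, above about 33%, limit read from the data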
Target sequence (O00487 whole entry, looked up): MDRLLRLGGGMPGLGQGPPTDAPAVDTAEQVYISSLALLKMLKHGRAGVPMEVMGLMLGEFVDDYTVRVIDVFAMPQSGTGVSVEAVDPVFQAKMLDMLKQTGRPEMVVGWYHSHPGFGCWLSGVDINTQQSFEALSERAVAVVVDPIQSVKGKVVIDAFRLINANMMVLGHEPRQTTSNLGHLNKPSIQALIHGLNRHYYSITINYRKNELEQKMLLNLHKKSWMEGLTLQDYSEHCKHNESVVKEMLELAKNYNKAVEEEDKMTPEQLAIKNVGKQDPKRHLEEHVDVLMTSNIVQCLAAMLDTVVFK
CSN inh: CSN deneddylation inhibition; AID 651999; Q92905; 360,000 tested, 0.38% active; Purified CSN, SCF-Nedd8-OG deneddylation, fluorescence polarization; inhibition, % at 12.5 µM;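 active = pattern-corrected inhibition above about 35%, with an unprinted fluorescence ratio check between 0.5 and 1.5, limit read from the data, passing the limit was not always enough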;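 note: 0% = enzyme with substrate and 100% = substrate without enzyme; some results filed as inactive read as strong as hits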
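assay system = purified human Csn5 enzyme expressed in HEK293T cells | amount = 0.24 nM enzyme | buffer or medium = Tris/NaCl/DTT buffer, pH 7.5 | reagent = 10 nM SCFSkp2-Nedd8OG | compound = one concentration, 12.5 µM, 0.25% DMSO | times = 90 min reaction at room temperature | signal = FP | read-out basis = % inhibition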
MLLE-PAM2 inh: blocks PAM2 peptide binding to the PABP1 MLLE domain | inhibition, % at 20 µM | AID 588489 | GST-MLLE / FITC-PAM2 fluorescence polarization | 360,000 tested, 0.36% active; in the data active = inhibition above about 35%, passing the limit was not always enough;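 note: plate controls were DMSO wells with GST-MLLE for no effect and wells lacking GST-MLLE protein for full effect; some results filed as inactive read as strong as hits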
Target sequence (P11940 whole entry, looked up, the tested form may be a part): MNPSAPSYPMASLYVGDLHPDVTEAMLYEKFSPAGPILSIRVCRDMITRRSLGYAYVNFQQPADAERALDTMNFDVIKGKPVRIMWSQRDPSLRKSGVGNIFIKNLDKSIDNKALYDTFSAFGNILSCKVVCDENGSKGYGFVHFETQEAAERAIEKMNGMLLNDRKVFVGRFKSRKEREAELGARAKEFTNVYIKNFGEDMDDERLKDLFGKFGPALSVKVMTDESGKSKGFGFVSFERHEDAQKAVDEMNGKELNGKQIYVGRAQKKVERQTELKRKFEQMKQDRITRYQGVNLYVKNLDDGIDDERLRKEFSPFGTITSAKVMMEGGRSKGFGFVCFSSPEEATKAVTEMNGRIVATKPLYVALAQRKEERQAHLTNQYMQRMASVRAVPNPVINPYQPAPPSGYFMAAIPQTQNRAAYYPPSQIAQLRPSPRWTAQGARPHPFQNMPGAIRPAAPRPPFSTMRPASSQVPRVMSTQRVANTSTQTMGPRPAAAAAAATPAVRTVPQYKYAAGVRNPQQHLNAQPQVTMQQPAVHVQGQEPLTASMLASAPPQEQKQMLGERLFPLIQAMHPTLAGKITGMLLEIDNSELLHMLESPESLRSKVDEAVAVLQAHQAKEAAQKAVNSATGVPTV
Scp-1 inhibitor: Scp-1 (human) phosphatase inhibition | Q9GZU7 | inhibition, % at 20 µM | Recombinant Scp1, phosphopeptide, malachite green phosphate absorbance | AID 493091 | 340,000 tested, 0.88% active;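 active = inhibition above about 50% at 20 µM, limit read from the data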;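 note: plate controls were DMSO wells with enzyme for no effect and wells lacking enzyme for full effect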
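System: SCP-1 catalytic domain; Reagent: Phospho 17-mer peptide substrate; Doses: one concentration, 20 µM, with 1.0% DMSO; Incubation: 45 min room-temperature reaction, 5 min colour, 30 min stabiliser; Signal: Phosphate-binding colour reagent, absorbance read at 630 nm.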
SUMO1 PPI mod: SUMO1-SIM interaction modulation | P63165 | SUMO1 binding to a labelled peptide, TR-FRET, 1 h | inhibition, % at 20 µM | 360,000 tested, 0.33% active | AID 602429; in the data active = inhibition above about 37%
Target sequence (P63165 whole entry, looked up): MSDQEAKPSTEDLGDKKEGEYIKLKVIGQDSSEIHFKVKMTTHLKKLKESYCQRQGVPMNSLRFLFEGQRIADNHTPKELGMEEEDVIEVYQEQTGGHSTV
DNMT1 block: inhibitors of human DNMT1; inhibition (reported as % activation of signal), % at 10 µM; 360,000 tested, 0.83% active; DNMT1 molecular beacon, Hinp1I cleavage, fluorescence; in the data active = inhibition above about 50%
LMPTP inh: blocks human LMPTP phosphatase; inhibition, % at 20 µM; AID 651560; recombinant LMPTP-A, OMFP fluorogenic substrate, fluorescence intensity; 360,000 tested, 0.22% active; P24666;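 active = compounds that cut the enzyme signal by at least half of the control window in the single-dose screen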;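 note: plate controls were DMSO wells with enzyme plus substrate for no effect and substrate without enzyme for full effect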
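Test system: LMPTP-A phosphatase enzyme. Amount: LMPTP-A at 0.625 nM final in the reaction. Reagent: OMFP substrate, 400 µM final. Times: 50 min at room temperature. Signal: endpoint fluorescence intensity from OMFP dephosphorylation. Read-out basis: % inhibition. Benchmarks: no-enzyme and uninhibited controls.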
NadD block: NadD (S. aureus) enzyme inhibition. purified NadD enzyme, colorimetric absorbance read-out. inhibition, % at 20 µM. 360,000 tested, 0.78% active. AID 602399; in the data active = inhibition above about 26%; note: some compounds past the cut are filed as inactive
Tb MetRS inh: blocks T. brucei methionyl-tRNA synthetase activity; 360,000 tested, 0.4% active; inhibition, % at 11.9 µM; purified T. brucei MetRS, ATP depletion, Kinase-Glo luminescence; AID 624268;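 active = inhibition above a per-plate cutoff of the control wells' mean inhibition plus 3 SD, cut at about 5.5% in these data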;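 note: 0% = DMSO wells median and 100% = median of wells with control inhibitor compound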
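Dosing: 11.9 µM compound single dose, 0.9% DMSO; Assay system: purified T. brucei MetRS enzyme; Measured by: Kinase-Glo luciferase luminescence reporting remaining unconsumed ATP; Schedule: 15 min plus 2 h at 25 °C.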
STEP block: inhibitors of human striatal-enriched phosphatase STEP; inhibition, % at 20 µM; 360,000 tested, 0.25% active; recombinant STEP, OMFP fluorogenic substrate, fluorescence; P54829;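 active = inhibition at 20 µM, scaled per plate between control wells, above about 37%, limit read from the data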;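 note: 0% = DMSO with enzyme and substrate and 100% = substrate only without enzyme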
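Assay system: isolated STEP enzyme / Timing: 20 min at room temperature, dark / Doses: 20 µM, 1% DMSO / Technique: fluorescence intensity, excitation 480 nm, emission 540 nm / Reagent: fluorogenic phosphatase substrate OMFP at 25 µM final / Measure: percent inhibition scaled to no-enzyme and uninhibited-enzyme controls, plate-pattern corrected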
* hit, by the source's call. Compounds were not picked by outcome; 3.6% or so of the library scored in one or more.

What do the screens show for `C/C(=C\COc1ccc2ccc(=O)oc2c1)CC[C@@H](O)C(C)(C)O`?
Rpn11 inh: inactive; CSN inh: 2; MLLE-PAM2 inh: 6; Scp-1 inhibitor: 0; SUMO1 PPI mod: -1; DNMT1 block: 1; LMPTP inh: -0.2; NadD block: -2; Tb MetRS inh: -0.4; STEP block: 1

Results for CN(CC(=O)Nc1ccc(Cl)cc1)CC(=O)Nc1ccc(F)c(F)c1F ?
Rpn11 inh: inactive; CSN inh: 0; MLLE-PAM2 inh: -1; Scp-1 inhibitor: -1; SUMO1 PPI mod: 2; DNMT1 block: 0; LMPTP inh: -0.2; NadD block: 0; Tb MetRS inh: -0.9; STEP block: -4

How did Cc1cccc(N2CCN(C(=O)C3CCCCC3)CC2)c1C do in these assays?
Rpn11 inh: inactive; CSN inh: 5; MLLE-PAM2 inh: 2; Scp-1 inhibitor: -11; SUMO1 PPI mod: -3; DNMT1 block: -2; LMPTP inh: 0.6; NadD block: 5; Tb MetRS inh: -0.2; STEP block: 1

What do the screens show for `COc1ccc2oc(=N)c(C(=O)Nc3cccc(C)c3C)cc2c1`?
Rpn11 inh: inactive; CSN inh: -3; MLLE-PAM2 inh: -11; Scp-1 inhibitor: -2; SUMO1 PPI mod: 5; DNMT1 block: 10; LMPTP inh: -1.3; NadD block: 5; Tb MetRS inh: -1.8; STEP block: 0

How did COC(=O)CSc1ccc2nnc(-c3ccc(OC)c(OC)c3)n2n1 do in these assays?
Rpn11 inh: inactive; CSN inh: 0; MLLE-PAM2 inh: -6; Scp-1 inhibitor: -6; SUMO1 PPI mod: -5; DNMT1 block: 1; LMPTP inh: 0.2; NadD block: 0; Tb MetRS inh: -0.4; STEP block: 2

Results for OC(COCc1ccco1)CN1CCN(c2ccccc2)CC1 (centres undefined) ?
Rpn11 inh: inactive; CSN inh: -7; MLLE-PAM2 inh: 6; Scp-1 inhibitor: -8; SUMO1 PPI mod: -1; DNMT1 block: -9; LMPTP inh: -0.8; NadD block: -7; Tb MetRS inh: -0.3; STEP block: -1

What do the screens show for `CCn1c(Cc2ccccc2)nnc1SCC(=O)Nc1ccccc1F`?
Rpn11 inh: inactive; CSN inh: 1; MLLE-PAM2 inh: 13; Scp-1 inhibitor: -1; SUMO1 PPI mod: -1; DNMT1 block: 1; LMPTP inh: 0.8; NadD block: -1; Tb MetRS inh: 0.7; STEP block: 3

What do the screens show for `COc1cccc(Nc2nc(C(N)Cc3ccc(C(F)(F)F)cc3)cs2)n1` (centres undefined)?
Rpn11 inh: inactive; CSN inh: 0; MLLE-PAM2 inh: -12; SUMO1 PPI mod: -95; DNMT1 block: -4; LMPTP inh: -0.1; NadD block: 11; Tb MetRS inh: -0.3; STEP block: 3

Results for c1ccc(SCc2nc3ccccc3s2)nc1 ?
Rpn11 inh: inactive; CSN inh: 0; MLLE-PAM2 inh: 6; Scp-1 inhibitor: -5; SUMO1 PPI mod: 0; DNMT1 block: -5; LMPTP inh: 0.4; NadD block: -1; Tb MetRS inh: -1.5; STEP block: -1

How did O=C(NCc1ccccc1C(F)(F)F)C1CC(c2ccccc2[N+](=O)[O-])=NO1 (centres undefined) do in these assays?
Rpn11 inh: inactive; CSN inh: -2; MLLE-PAM2 inh: -12; Scp-1 inhibitor: -10; SUMO1 PPI mod: -22; DNMT1 block: -9; LMPTP inh: 0.5; NadD block: -7; Tb MetRS inh: -0.1; STEP block: -1

What do the screens show for `COC(C[C@@H](O)[C@H](C)[C@@H](O)COCc1ccccc1)OC`?
Rpn11 inh: inactive; CSN inh: 3; MLLE-PAM2 inh: 4; Scp-1 inhibitor: -2; SUMO1 PPI mod: -1; DNMT1 block: 3; LMPTP inh: -0.8; NadD block: -9; Tb MetRS inh: -0.2; STEP block: 0

How did COc1ccc(N(CC(=O)NCc2cccs2)S(=O)(=O)c2ccc(C(C)=O)cc2)cc1 do in these assays?
Rpn11 inh: inactive; CSN inh: 1; MLLE-PAM2 inh: 8; SUMO1 PPI mod: -7; DNMT1 block: -4; LMPTP inh: 0.6; NadD block: 2; Tb MetRS inh: -0.3; STEP block: -3

What do the screens show for `Cc1nn(CC(=O)Nc2nc3ccccc3s2)c(C)c1[N+](=O)[O-]`?
Rpn11 inh: inactive; CSN inh: -2; MLLE-PAM2 inh: 2; Scp-1 inhibitor: -3; SUMO1 PPI mod: 6; DNMT1 block: -1; LMPTP inh: 0.4; NadD block: 0; Tb MetRS inh: 4.4; STEP block: 2

How did S=c1[nH]nc(C2CC2c2ccc(Cl)cc2)n1-c1ccc(Cl)cc1 (centres undefined) do in these assays?
Rpn11 inh: inactive; CSN inh: -7; MLLE-PAM2 inh: -31; Scp-1 inhibitor: 4; SUMO1 PPI mod: 6; DNMT1 block: -4; LMPTP inh: 1.2; NadD block: 13; Tb MetRS inh: -0.1; STEP block: 2

What do the screens show for `CC(C)NC(=O)CCCc1c[nH]c2ccccc12`?
Rpn11 inh: inactive; CSN inh: 4; MLLE-PAM2 inh: 3; Scp-1 inhibitor: -11; SUMO1 PPI mod: -1; DNMT1 block: 0; LMPTP inh: -0.4; NadD block: -7; Tb MetRS inh: -0.4; STEP block: -1

Pulled by compound from the list above, 3 records:
What do the screens show for `COC(C[C@@H](O)[C@H](C)[C@@H](O)COCc1ccccc1)OC`?
Rpn11 inh: inactive; CSN inh: 3; MLLE-PAM2 inh: 4; Scp-1 inhibitor: -2; SUMO1 PPI mod: -1; DNMT1 block: 3; LMPTP inh: -0.8; NadD block: -9; Tb MetRS inh: -0.2; STEP block: 0

Results for CN(CC(=O)Nc1ccc(Cl)cc1)CC(=O)Nc1ccc(F)c(F)c1F ?
Rpn11 inh: inactive; CSN inh: 0; MLLE-PAM2 inh: -1; Scp-1 inhibitor: -1; SUMO1 PPI mod: 2; DNMT1 block: 0; LMPTP inh: -0.2; NadD block: 0; Tb MetRS inh: -0.9; STEP block: -4

What do the screens show for `C/C(=C\COc1ccc2ccc(=O)oc2c1)CC[C@@H](O)C(C)(C)O`?
Rpn11 inh: inactive; CSN inh: 2; MLLE-PAM2 inh: 6; Scp-1 inhibitor: 0; SUMO1 PPI mod: -1; DNMT1 block: 1; LMPTP inh: -0.2; NadD block: -2; Tb MetRS inh: -0.4; STEP block: 1

Carrying on.
How did CCOC(=O)c1nnn(-c2nc(OC)nc(N3CCCC3)n2)c1-c1ccccc1 do in these assays?
Rpn11 inh: inactive; CSN inh: -1; MLLE-PAM2 inh: 21; Scp-1 inhibitor: -4; SUMO1 PPI mod: -1; DNMT1 block: 1; LMPTP inh: -0.2; NadD block: -5; Tb MetRS inh: -0.4; STEP block: -3

Results for COC(=O)Cc1cc(=O)n2[nH]c(C)cc2n1 ?
Rpn11 inh: inactive; CSN inh: -1; MLLE-PAM2 inh: 3; Scp-1 inhibitor: -12; SUMO1 PPI mod: -3; DNMT1 block: 6; LMPTP inh: -0.8; NadD block: 0; Tb MetRS inh: -0.4; STEP block: -2

What do the screens show for `Cc1occc1C(=O)N1CCN(Cc2ccccc2)CC1`?
Rpn11 inh: inactive; CSN inh: -2; MLLE-PAM2 inh: 13; Scp-1 inhibitor: -8; SUMO1 PPI mod: 0; DNMT1 block: -2; LMPTP inh: -1.8; NadD block: -4; Tb MetRS inh: 0.0; STEP block: -2

What do the screens show for `Cc1c(Cl)cccc1NC(=O)Nc1c(C)n(C)n(-c2ccccc2)c1=O`?
Rpn11 inh: inactive; CSN inh: 3; MLLE-PAM2 inh: 10; Scp-1 inhibitor: 4; SUMO1 PPI mod: 8; DNMT1 block: -1; LMPTP inh: 0.3; NadD block: 3; Tb MetRS inh: -0.4; STEP block: -2

What do the screens show for `CC(C1CCN(Cc2cn(C)nc2-c2cccc(Cl)c2)CC1)N1CCOCC1` (centres undefined)?
Rpn11 inh: inactive; CSN inh: 4; MLLE-PAM2 inh: 8; Scp-1 inhibitor: -3; SUMO1 PPI mod: -4; DNMT1 block: 0; LMPTP inh: -2.5; NadD block: -7; Tb MetRS inh: -0.6; STEP block: -1

Results for COC(=O)c1ccc(NC(=O)Cn2c(-c3nonc3N)nc3ccccc32)cc1 ?
Rpn11 inh: inactive; CSN inh: 7; MLLE-PAM2 inh: -15; Scp-1 inhibitor: -9; SUMO1 PPI mod: 1; DNMT1 block: -5; LMPTP inh: 25; NadD block: 0; Tb MetRS inh: -0.3; STEP block: -2

What do the screens show for `Cc1ccc(N2C(=O)C(CN3CCCC3)C2c2ccccc2)cc1` (centres undefined)?
Rpn11 inh: inactive; CSN inh: 2; MLLE-PAM2 inh: -3; Scp-1 inhibitor: -6; SUMO1 PPI mod: -3; DNMT1 block: 4; LMPTP inh: 2.2; NadD block: -9; Tb MetRS inh: -0.8; STEP block: 8

Results for CCCCNc1ccc2c3c(cccc13)C(=O)N(CCCC)C2=O ?
Rpn11 inh: inactive; CSN inh: -76; MLLE-PAM2 inh: inactive; Scp-1 inhibitor: -18; SUMO1 PPI mod: -74; DNMT1 block: 61*; LMPTP inh: -4.3; NadD block: -1; Tb MetRS inh: -0.3; STEP block: -305

How did CC(=O)Nc1ccc(C(=O)N(C)C(C(=O)Nc2ccccc2)c2ccccn2)cc1 (centres undefined) do in these assays?
Rpn11 inh: inactive; CSN inh: -3; MLLE-PAM2 inh: -3; Scp-1 inhibitor: -2; SUMO1 PPI mod: -1; DNMT1 block: 1; LMPTP inh: -2.5; NadD block: 9; Tb MetRS inh: -0.1; STEP block: 0

Results for CN(C(=O)c1cccc(NC(=O)Cc2ccc(NC(=O)C3CCCN(C(=O)C4CCCC4)C3)cc2)c1)C1CC1 (centres undefined) ?
Rpn11 inh: inactive; CSN inh: 0; MLLE-PAM2 inh: 5; Scp-1 inhibitor: -8; SUMO1 PPI mod: 3; DNMT1 block: -4; LMPTP inh: -1.4; NadD block: 4; Tb MetRS inh: 0.4; STEP block: 3

How did Cc1cc2nn(-c3ccc(Cl)cc3)nc2cc1N do in these assays?
Rpn11 inh: inactive; CSN inh: 3; MLLE-PAM2 inh: -17; Scp-1 inhibitor: -4; SUMO1 PPI mod: -18; DNMT1 block: -15; LMPTP inh: 0.6; NadD block: -1; Tb MetRS inh: -0.6; STEP block: 0

Screening data deposited in PubChem BioAssay by several laboratories.
